Source: PubChem BioAssay (National Center for Advancing Translational Sciences (NCATS))
AmpC det inh = Promiscuous and Specific Inhibitors of AmpC Beta-Lactamase (assay with detergent); P00811; purified AmpC, nitrocefin hydrolysis with detergent; Potency, µM (highest dose often 28.7 µM), without a hit: at the top dose activity change, negative = inhibition; 71,000 compounds, 0.09% hits; AID 584, 2007; active = well fitted curve in the direction sought with a large enough effect
Target sequence (P00811 whole entry, looked up): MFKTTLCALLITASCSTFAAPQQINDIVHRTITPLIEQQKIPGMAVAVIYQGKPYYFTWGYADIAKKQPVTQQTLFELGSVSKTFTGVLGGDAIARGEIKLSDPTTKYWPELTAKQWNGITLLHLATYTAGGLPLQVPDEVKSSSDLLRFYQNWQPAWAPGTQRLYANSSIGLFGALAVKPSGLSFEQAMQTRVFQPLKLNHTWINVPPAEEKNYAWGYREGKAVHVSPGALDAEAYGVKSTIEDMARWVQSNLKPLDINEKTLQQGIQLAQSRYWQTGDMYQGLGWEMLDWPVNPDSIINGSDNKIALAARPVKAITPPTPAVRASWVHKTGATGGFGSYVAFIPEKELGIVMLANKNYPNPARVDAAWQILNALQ
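E. coli AmpC (5.3 nM) in 20 mM phosphate pH 7.0 with 0.01% Triton X-100, preincubated 15 min RT with compound; nitrocefin (2 uL of 800 uM stock) hydrolysis followed by 480 nm absorbance every 20 s over 4 min.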
* = called active by the depositor; & = joins results of further samples; [ ] = dose if it differs, or a comment. % is scaled to controls: 0 for no effect and ±100 for the full control effect; potency is read from the fitted curve at half-maximal effect. An excerpt. The share of hits here may be higher or lower than overall.

SMILES	AmpC det inh
COC(=O)[C@@]1(Cc2ccc(OC)cc2)[C@H]2c3cc(C(=O)N4CCCC4)n(CCc4c[nH]c5cc(F)ccc45)c3C[C@H]2CN1C(=O)c1ccccc1	-4%
COc1ccc(-n2cnnc2SCC(=O)N(C)C2CCS(=O)(=O)C2)cc1 (centres undefined)	0%
CC1CCCN(S(=O)(=O)c2ccc(NC(=O)CN3CCN(C)CC3)cc2)C1 (centres undefined)	-3%
CCC(=O)Nc1ccc(OC)cc1OC	-4%
O=C(CCN1C(=O)c2ccccc2C1=O)Nc1ccc(F)cc1F	-2%
Cc1cc(CN(C)C)c(OC(=O)N(C)C)cc1C	0%
Cc1cccc(OCCSc2cc(C)nc(N)n2)c1	1%
CCOC(=O)c1sc(NC(=O)c2c(C)noc2C)c(C(=O)OCC)c1C	-2%
CCCC(c1nnnn1Cc1ccc(F)cc1)N1CCN(C2CCCCC2)CC1 (centres undefined)	31%
COc1cc2c(cc1OC)C(c1cc(OC)c(OC)c(OC)c1)NCC2 (centres undefined)	1%
CCOCCn1c(CN2CCN(c3ccc(OC)cc3)CC2)nc2c1c(=O)n(C)c(=O)n2C	1%
Cc1ccc(-n2ncc3c(=O)[nH]c(SCC(=O)N4CCCCC4)nc32)cc1	10%
O=C(CCNc1cccc(Cl)c1)c1ccco1	-2%
CCn1c(-c2ccc(OC)c(OC)c2)n[nH]c1=S	-6%
Cn1c(=O)c(CCc2ccccc2)nc2cnc(Oc3ccccc3)nc21	0%
NC(=O)CC[C@@H](N)C(=O)O	-2%
CCCCn1c(SCC(=O)NC(=O)NCc2ccco2)nc2cc(S(N)(=O)=O)ccc21	4%
Oc1c(Br)c(Br)c(Br)c(Br)c1Br	1%
COc1ccccc1Nc1nnc(SCC(=O)N2CCCC2=O)s1	-3%
CC1CCCCC1N=CC1=C(O)CC(C)(C)CC1=O (centres undefined)	5%
CCN1CCN(S(=O)(=O)c2ccc(OC)c(Br)c2)CC1	2%
O=C(Nc1cccnc1)c1cnc2ccccc2n1	-2%
Oc1ccccc1-c1nnc(COc2ccc(Cl)cc2Cl)o1	8%
O=C(Cc1cccs1)N1CCC2(CC1)OCCO2	-2%
CC(=O)NC1=NC(=O)/C(=C/N2CCOCC2)S1	0%
Cc1nnc2ccc(N3CCN(C)CC3)nn12	5%
CC(=O)c1cccc(NC(=O)N2CCCC2C(=O)NCc2ccc(C)cc2)c1 (centres undefined)	0%
Cc1ccc(-c2nnc(SCC(=O)Nc3ccc4c(c3)OCCO4)n2N)cc1	10%
Nc1ccccc1S[C@@H](C[N+](=O)[O-])c1ccc2c(c1)OCO2	-6%[5.75 µM]
CCSc1nc2ccccc2n1CC(N)=O	-3%
O=C(NC1CCCCC1)N1CCCC(c2nc3ccccc3[nH]2)C1 (centres undefined)	-1%
CC(=O)Nc1nc2c(c3c1c(=O)oc1ccccc13)CCCCC2	-3%
COc1ccccc1C(=O)n1nc(-c2ccco2)nc1N	-5%
Cc1ccc(Cn2ncc3c(N4CCCC4)ncnc32)cc1	0%
CC(C)CC(NC(=O)C1CCC(C)CC1)C(=O)Nc1cccnc1 (centres undefined)	10%
Cn1c(=O)c2c(nc(CN3CCc4ccccc4C3)n2CC(=O)c2ccccc2)n(C)c1=O	-3%
CCOC(=O)c1c(C)[nH]c(C)c1-c1ccccc1OC	-3%
Cn1cccc1Cc1nnc(SCC(=O)N2CCN(c3ccccc3)CC2)n1-c1ccc(F)cc1	-4%
COc1ccc(CCNC(=O)CSc2nnc(-c3cccc(F)c3)o2)cc1OC	-4%
Cc1nnc(SCC(=O)NCCN2C(=O)CSC2=O)s1	12%

Looked up by compound from the entries so far, 2 records:
SMILES	AmpC det inh
O=C(NC1CCCCC1)N1CCCC(c2nc3ccccc3[nH]2)C1 (centres undefined)	-1%
Cn1cccc1Cc1nnc(SCC(=O)N2CCN(c3ccccc3)CC2)n1-c1ccc(F)cc1	-4%

More records
SMILES	AmpC det inh
COc1ccc(CNC(=O)C2CCNCC2)cc1	-4%
c1ccc(Cn2nnc3c(N4CCc5ccccc5C4)ncnc32)cc1	2%
CC(C)c1ccccc1N=C1SCCN1C1CCS(=O)(=O)C1 (centres undefined)	-1%
Cc1c(C(=O)Nc2cnccn2)oc2ccccc12	-4%
COc1ccc(C2C(C(=O)c3cccs3)=C(O)C(=O)N2c2nnc(C)s2)cc1OC (centres undefined)	-11%
Cc1cc(NC(=O)COC(=O)c2c(C)nn(Cc3ccccc3Cl)c2Cl)no1	20%
COc1ccccc1C(=O)NCCc1nc2ccccc2[nH]1	1%
Cn1cccc1C(=O)N1CCC2(CC1)CCN(c1ncccn1)CC2	-3%
O=C1CCCC2=C1C(c1cccs1)n1nc(SCc3ccccc3)nc1N2 (centres undefined)	1%
N[C@H](COP(=O)(O)O)C(=O)O	-2%
COc1cc(C2CC(=O)Nc3ccccc3S2)cc(OC)c1OC (centres undefined)	-3%
O=C(CC(c1ccccc1)c1ccccc1)NCCO	-1%
O=C(Nc1ccc(-c2noc(COc3ccccc3Cl)n2)cc1)c1ccco1	0%
CCc1ccccc1-n1c(-c2ccncc2)n[nH]c1=S	-1%
O=C(N1CCOCC1)C12CCC3CC(CC(C3)C1)C2	-1%
COc1cc(NS(=O)(=O)c2ccc(NC(=O)C3CCCO3)cc2)nc(OC)n1 (centres undefined)	-3%
CCCn1c(=O)c(C(=O)Nc2ccccc2C(=O)OCC)c(O)c2ccccc21	10%
CCOCC(=O)Nc1ccc2c(c1)OCCO2	-3%
CCNC(=O)NC(=O)C(C)SCc1ccccc1C (centres undefined)	1%
CCCN(CCO)Cc1cccc(Cl)c1	-6%
Cn1nnnc1SCCOc1ccc(C#N)cc1	-4%
O=C(NCc1ccco1)Oc1ccccc1	-3%
COc1cccc(C(=O)/C=C/Nc2cc(C)ccc2O)c1	-5%
CC1Cc2cc(/C(O)=C3/C(=O)C(=O)N(CC4CCCO4)C3c3ccco3)ccc2O1 (centres undefined)	-8%
CC(=O)N1CCc2cc(S(=O)(=O)NCCC(=O)N3CCN(Cc4ccccc4)CC3)ccc21	2%
COc1cccc(C(C#N)N2CCCCC2)c1O (centres undefined)	0%
C[C@@H]1C(=O)O[C@@H]2C[C@@]34[C@H]5C[C@@H](C(C)(C)C)[C@@]36[C@@H](OC(=O)[C@@H]6O)O[C@]4(C(=O)O5)[C@@]12O	4%
CCOC(=O)c1nnc(-c2ccccc2)o1	-5%
Brc1ccccc1-c1nnc2sc(Cc3ccccc3)nn12	-2%
CC(NC(=O)OCc1ccccc1)C(=O)NCC1CCCO1 (centres undefined)	12%

An excerpt of these results, with bars between the fields:
canonical_smiles | AmpC det inh
N[C@H](COP(=O)(O)O)C(=O)O | -2%
COc1cc(C2CC(=O)Nc3ccccc3S2)cc(OC)c1OC (centres undefined) | -3%
O=C(CC(c1ccccc1)c1ccccc1)NCCO | -1%
O=C(Nc1ccc(-c2noc(COc3ccccc3Cl)n2)cc1)c1ccco1 | 0%

Further entries follow:
SMILES	AmpC det inh
CCOc1ccc(-c2noc(=O)[nH]2)cc1	-1%
CC(=O)N1CCc2cc(Br)cc(S(=O)(=O)N3CCN(c4ccccn4)CC3)c21	-2%
CC(=O)c1nc2ccccc2n1S(=O)(=O)c1ccc(C)cc1	-1%
COc1ccc(C)cc1C(=O)CCC(=O)Nc1ccccc1N1CCOCC1	-3%
COc1ccc(C)cc1Nc1cc(C)nc2nc(C)nn12	5%
O=C1NC(=O)[C@]2(Cc3ccccc3N3CCN(c4ccccc4)CC32)C(=O)N1c1ccccc1 (some centres undefined)	-1%
CCN1CCN(CCNC(=O)C2CCN(Cc3nc(-c4ccc(Cl)cc4)oc3C)CC2)CC1	12%
Cc1ccccc1OCCCC(=O)Nc1ccc2c(c1)OCO2	-1%
Cc1nc2c(-c3ccc(F)cc3)c(C)nn2c(C)c1CCC(=O)N1CCN(c2ccccn2)CC1	15%
Cc1onc(-c2c(F)cccc2Cl)c1C(=O)Nc1ccc(S(=O)(=O)Nc2ncccn2)cc1	0%

In another format: six of the compounds above
compound,AmpC det inh
Cc1onc(-c2c(F)cccc2Cl)c1C(=O)Nc1ccc(S(=O)(=O)Nc2ncccn2)cc1,0%
CCOc1ccc(-c2noc(=O)[nH]2)cc1,-1%
CC(=O)c1nc2ccccc2n1S(=O)(=O)c1ccc(C)cc1,-1%
Cc1ccccc1OCCCC(=O)Nc1ccc2c(c1)OCO2,-1%
COc1ccc(C)cc1Nc1cc(C)nc2nc(C)nn12,5%
O=C1NC(=O)[C@]2(Cc3ccccc3N3CCN(c4ccccc4)CC32)C(=O)N1c1ccccc1 (some centres undefined),-1%

Next part:
SMILES	AmpC det inh
CCOC(=O)N1CCN(C(=O)C(c2ccccc2)c2ccccc2)CC1	-2%
CC(C)(C)c1o[nH]c(=O)c1C[C@H](N)C(=O)O	-4%&-1%
O=C(NCCOC(=O)c1ccc(Cl)c(S(=O)(=O)N2CCCCC2)c1)c1ccncc1	0%
COc1ccc(C)cc1NC(=O)CCN1CCCC1	-2%
COc1ccc(-c2nc3cnc(OC)nc3n(Cc3cccc(OC)c3)c2=O)cc1	-1%
COc1ccccc1N1CCN(C(=O)CSc2nnc(NC(=O)C3CC3)s2)CC1	11%
C=CCOc1ccc(C2c3c(oc4ccccc4c3=O)C(=O)N2CCCN2CCOCC2)cc1 (centres undefined)	-1%
COc1cc(C(=O)OCC(=O)c2cc(C)n(C)c2C)cc(OC)c1OC	-1%
COc1cccc(OC)c1C(=O)Nc1ccc(CN2CCOCC2)cc1	-5%
CCC(C)[C@H](NC(=O)NC1CCCc2ccccc21)C(=O)O (some centres undefined)	-1%

Molecules shown so far with a thiophene ring, fused or not (4):
SMILES	AmpC det inh
CCOC(=O)c1sc(NC(=O)c2c(C)noc2C)c(C(=O)OCC)c1C	-2%
O=C(Cc1cccs1)N1CCC2(CC1)OCCO2	-2%
COc1ccc(C2C(C(=O)c3cccs3)=C(O)C(=O)N2c2nnc(C)s2)cc1OC (centres undefined)	-11%
O=C1CCCC2=C1C(c1cccs1)n1nc(SCc3ccccc3)nc1N2 (centres undefined)	1%

The list continues:
SMILES	AmpC det inh
Cc1ccc2nc(-c3ccc(SCC(=O)O)nc3)[nH]c2c1	10%
CCOc1ccc2nc(NC3=NCN(Cc4ccco4)CN3)nc(C)c2c1	17%
CC(C)CCNC(=O)C1C2C=CC3(CN(Cc4ccccc4Cl)C(=O)C13)O2 (centres undefined)	13%
O=C(CSc1ccc2nnc(-c3ccccc3)n2n1)N1CCN(c2ccccc2)CC1	10%
Cc1ccc(CNC(=O)c2ccc(Br)o2)cc1	9%
CC(=O)Nc1ccc(S(=O)(=O)N2CCC(n3cnc4cc(F)ccc43)CC2)cc1	-1%
CCCN1CCN(CCCNC(=O)CN2C(=O)COc3ccccc32)CC1	-3%
COc1ccc(C(C(O)C(=O)c2c[nH]c3ccccc23)N2CCN(c3ccccc3)CC2)cc1 (centres undefined)	-2%
Cn1c(-c2ccc(Br)o2)nc2cc(Br)ccc21	11%
Cc1ccc(-c2nn3c(-c4ccco4)nnc3c3ccccc23)cc1S(=O)(=O)NCC1CCCO1 (centres undefined)	5%
Cc1c(C(=O)N2CCCC2)nnn1-c1nonc1N	14%
O=C(Nc1c2c(nn1-c1ccc(F)cc1)CS(=O)(=O)C2)C12CC3CC(CC(C3)C1)C2	-2%
O=C(Nc1cccc(N2CCCC2)c1)c1cccs1	-6%
O=c1[nH]c(Cc2cccs2)nc2ccccc12	10%
CCN(CC)C1=CC(=O)OC12CCCCC2	6%
COc1cc(OC)cc(C(=O)Nc2cc(NC(=O)c3ccco3)ccc2OC)c1	-4%
COC(=O)c1cc(-c2ccccc2)n[nH]1	-6%
O=C(c1ccccc1)N1CCN(C2CCCCCC2)CC1	-1%
CCOc1cc2[nH]c(=S)n(CCCC(=O)NCc3ccco3)c(=O)c2cc1OCC	-1%
CCCCC(=O)Nc1cc(NC(=O)CCCC)cc(C(=O)O)c1	-5%
CCN(CC)CCCCn1c(-c2ccccc2)nc2c(NC3CCCCC3)nc(C)nc21	13%
CCn1c(SCC(=O)N2CCC(C(N)=O)(N3CCCCC3)CC2)nc2ccccc2c1=O	-1%
COC(=O)C(O)(c1ccc(N(C)S(=O)(=O)c2ccccc2)cc1)C(F)(F)F (centres undefined)	1%
CCc1nnc(NC(=O)CSc2nnc3scc(-c4ccc(C)cc4)n23)s1	-4%
CCOC(=O)c1ccc(N2C(=O)CC(N3CCC(O)(c4ccc(Cl)cc4)CC3)C2=O)cc1 (centres undefined)	-1%
CC(=O)NC(Cc1ccc(C)cc1)C(=O)NC1CCN(C(=O)c2cnccn2)CC1 (centres undefined)	8%
CSc1ncccc1C(=O)OCn1nnc2ccccc2c1=O	-3%
COc1ccc(CNC(=O)c2csnn2)cc1	0%
N#Cc1cccc(-c2nc3cnc(Oc4cccc(Cl)c4)nc3n(C3CC3)c2=O)c1	-1%
O=C(C1CCN(Cc2ccccc2)CC1)N1CCCC1	1%
CN1C(=O)CSc2ccc(NC(=O)N3CCN(c4ccccn4)CC3)cc21	2%
COc1ccc(S(=O)(=O)N2CCCC(C(=O)N3CCCCCC3)C2)cc1 (centres undefined)	-3%
COc1ccc(S(=O)(=O)N2CCC(C(=O)NCCC3=CCCCC3)CC2)cc1OC	8%
CCOc1ccc2nc3ccc4[nH]onc4c3c2c1	1%
CC1=C(C(=O)OC(C)C)C(c2ccncc2)n2ncnc2N1 (centres undefined)	-3%
O=C(NCc1ccc2c(c1)OCO2)C1CCN(C(=O)Nc2ccc(Cl)cc2)CC1	-3%
COC(=O)Cc1[nH]nc2c1C1(C(=O)N(Cc3ccccc3)c3ccccc31)C(C#N)=C(N)O2 (centres undefined)	14%
